# High-throughput results (PubChem BioAssay)
# FadD28 binding = blocks FadD28 binding to the bisubstrate probe | 0.22% of 360,000 active | inhibition, % at 12.5 µM | fluorescence polarization | AID 588549; in the data active = inhibition above about 8.5%, passing the limit was not always enough; inconclusive = no clear call, values can overlap the other calls
# Y pestis TopoI = inhibitors of Yersinia pestis topoisomerase I. 0.064% of 360,000 active. activity, % at 10 µM. Y. pestis Topo-I cleavage product accumulation, plate reader; in the data active = activity above about 50%, passing the limit was not always enough; inconclusive = no clear call, values can overlap the other calls; note: inactives centre near 2
# BoNT A protease = BoNT A light chain protease inhibition | 0.17% of 360,000 active | multiplex microsphere protease substrate cleavage, flow cytometry | AID 588499 | inhibition, % at 10 µM; note: plate controls were buffer without enzyme for full effect and enzyme alone for no effect
# BoNT F protease = inhibitors of Botulinum neurotoxin F light chain protease; Multiplex microsphere protease cleavage assay, flow cytometry; inhibition, % at 10 µM; AID 588497; 0.22% of 360,000 active; in the data active = inhibition above about 35%, passing the limit was not always enough; inconclusive = no clear call, values can overlap the other calls; note: plate controls were buffer without enzyme for full effect and enzyme alone for no effect
# CCHFV vOTU inh = CCHFV vOTU protease inhibition. Pep-AMC fluorescence. inhibition, % at 11.5 µM. 0.55% of 370,000 active. AID 651958; in the data active = inhibition above about 30%; note: 0% = vehicle wells with enzyme and 100% = no enzyme wells
# PfHsp40 yeast = rescue of PfHsp40-mediated yeast toxicity. S. cerevisiae expressing PfHsp40, growth rescue, ATP luminescence. growth rescue, % at 12.5 µM. 0.68% of 340,000 active; in the data active = growth rescue above about 28%, passing the limit was not always enough; inconclusive = no clear call, values can overlap the other calls;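 note: yeast W303a lacking pdr1 and pdr3 grown in galactose medium; growth measured after three days at 30 °C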
# Anthrax LF prot = inhibitors of Bacillus anthracis lethal factor protease. multiplex microsphere protease cleavage assay, LF. inhibition, % at 10 µM. 0.12% of 360,000 active. AID 588501; note: plate controls were buffer without enzyme for full effect and enzyme alone for no effect
# Target sequence (P15917 whole entry, looked up): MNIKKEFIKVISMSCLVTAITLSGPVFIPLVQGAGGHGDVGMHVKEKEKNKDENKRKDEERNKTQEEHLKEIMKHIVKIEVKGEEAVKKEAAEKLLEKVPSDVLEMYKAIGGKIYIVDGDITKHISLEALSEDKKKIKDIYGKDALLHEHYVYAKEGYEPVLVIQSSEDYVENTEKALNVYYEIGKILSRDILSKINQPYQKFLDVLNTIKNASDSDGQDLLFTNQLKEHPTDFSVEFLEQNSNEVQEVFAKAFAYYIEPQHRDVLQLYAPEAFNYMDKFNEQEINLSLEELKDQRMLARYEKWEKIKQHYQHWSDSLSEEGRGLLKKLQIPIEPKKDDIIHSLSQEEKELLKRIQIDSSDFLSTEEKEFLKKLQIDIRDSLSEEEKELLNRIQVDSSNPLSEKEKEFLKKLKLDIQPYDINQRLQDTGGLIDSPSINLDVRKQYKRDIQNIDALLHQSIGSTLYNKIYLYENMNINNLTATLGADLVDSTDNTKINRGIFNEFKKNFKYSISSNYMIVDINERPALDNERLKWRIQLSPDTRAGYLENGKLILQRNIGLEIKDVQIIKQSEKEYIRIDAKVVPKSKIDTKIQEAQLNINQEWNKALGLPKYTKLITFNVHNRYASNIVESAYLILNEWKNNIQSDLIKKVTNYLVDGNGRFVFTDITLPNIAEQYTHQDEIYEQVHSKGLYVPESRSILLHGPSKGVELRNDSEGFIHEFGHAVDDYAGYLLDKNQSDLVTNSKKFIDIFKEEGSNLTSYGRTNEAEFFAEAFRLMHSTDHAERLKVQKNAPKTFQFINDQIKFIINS
# PrPC surface inh = cell surface PrPC inhibition, primary TR-FRET screen; inhibition, % at 13.8 µM; P04156; TR-FRET read-out; 0.43% of 370,000 active; in the data active = inhibition above about 24%; note: 0% = median of the test wells and 100% = reference compound wells
# TcdB GH inh = blocks C. difficile toxin B glycohydrolase activity. inhibition, % at 9.99 µM. 0.24% of 350,000 active. TcdB glycohydrolase enzymatic assay, plate reader; in the data active = inhibition above about 10%
# The depositor's hits bear a star; ? = inconclusive; / = no result given. Cut-off read from the data, not from the text of the source, unless noted: active = inhibition above about 30%; inconclusive = no clear call, values can overlap the other calls; inactive = below that.
SMILES,FadD28 binding,Y pestis TopoI,BoNT A protease,BoNT F protease,CCHFV vOTU inh,PfHsp40 yeast,Anthrax LF prot,PrPC surface inh,TcdB GH inh
COCCn1c(=O)[nH]c2cc(C(=O)Nc3cc(OC)c(OC)c(OC)c3)ccc2c1=O,0.6,-1,-2.1,-24,9,-1.8,1,-4,-0.8
N/C(=N\OC(=O)c1cccc(F)c1)c1ccccn1,0.0,-2,-2.9,4,12,-0.7,-2,-4,1.4
O=C(CSc1ccccn1)N1CCN(c2cccc(Cl)c2)CC1,-0.5,3,-0.9,-6,15,-0.5,-5,9,/
O=C1c2[nH]nc(-c3ccccc3O)c2C(c2ccc(F)cc2)N1CC1CCCO1 (configuration not stated),-3.1,-9,-0.4,-8,12,-0.2,-6,0,/
CCOC(=O)c1c(-c2ccc(F)cc2)csc1NC(=O)CN1C(=O)NC2(CCCCC2C)C1=O (configuration not stated),-3.4,11,1.1,12,13,16,4,6,1.9
COc1ccc(CN2CCN(C(=O)C3CCC(CNS(=O)(=O)c4ccccc4)CC3)CC2)c(OC)c1OC (configuration not stated),-1.7,-10,0.1,-2,17,-2.0,-2,2,0.6
O=C(NN=Cc1cccc2ccccc12)C(=O)NN=Cc1cccc2ccccc12,-1.6,1,-0.3,-7,13,-1.0,-3,4,1.7
CCN(C(=O)COC(=O)c1cc(C)oc1C)c1c(N)n(Cc2ccccc2)c(=O)[nH]c1=O,-2.1,2,3.2,12,9,-1.7,0,8,0.2
COC(=O)[C@@]12CCCN1[C@H](c1ccc(-c3ccc(OC)cc3)c(OC)c1)[C@@H]1C(=O)N(C)C(=O)[C@@H]12,-2.7,12,0.3,-3,-6,1.2,-6,-1,0.5
CC(=O)Nc1ccc(C(=O)OCC(=O)/C(C#N)=C(\C)N)cc1,-1.8,2,-1.3,-2,3,-1.1,-1,5,-17
COc1ccc(Nc2ccncc2[N+](=O)[O-])cc1,-3.2,-1,0.3,-2,-5,9.4,3,-42,1.5
O=C(Cc1cccc(C(F)(F)F)c1)NCc1cccc(Cl)c1,-5.0,-5,0.4,1,1,0.8,-1,8,3.1
CC(C)NS(=O)(=O)c1ccc(OCC(=O)Nc2ccc3c(c2)OCO3)c(Cl)c1,-7.5,5,0.1,1,11,-1.0,-1,6,/
CC(C)(C)N(NC(=O)Nc1ccc(F)cc1)C(=O)c1ccccc1,-4.3,-3,-0.7,-2,0,8.8,0,3,/
O=C(CCCN1C(=O)/C(=C/c2ccccc2Cl)SC1=S)NNC(=O)c1ccc(Cl)cc1,-0.6,-1,-1.3,-12,-10,-0.2,-2,-7,0.4
O=c1cc(-c2ccccc2)c2cc(Cl)c(O)c(CN3CCOCC3)c2o1,0.9,3,0.2,1,-4,3.3,-11,-6,0.7
CSc1ccc(OC2CCN(Cc3ccccc3)CC2)cc1,-2.3,15,-0.9,-8,-11,-0.5,-2,5,-0.5
COc1ccc(Cl)c(S(=O)(=O)N2CCCC2)c1,-1.9,6,-0.2,0,9,0.8,-1,1,/
O=c1c(O)c(-c2ccc3c(c2)OCO3)oc2ccccc12,0.3,-5,29,15,2,-0.7,24,-6,/
CCN(/C=N/c1sc2c(c1C#N)CCCCC2)CC,-1.1,11,-0.8,-8,7,2.8,-6,3,/
COC(=O)c1cc(Br)c(=O)n(-c2cccc(F)c2)c1,0.3,-5,-0.5,-1,10,-0.3,1,16,/
O=C1/C(=C\c2ccc(Cl)c(Cl)c2)CN(C(=O)CCN2CCOCC2)C/C1=C/c1ccc(Cl)c(Cl)c1,-2.2,30,-0.1,-8,1,0.5,-9,-6,-1.0
CCCCNc1nc(N(C)c2ccccc2)nc(-n2ccnc2)n1,-2.9,4,-0.8,-3,26,21,-4,-4,/
COc1cccc(-c2nc(CS(=O)(=O)CC(=O)NCCCN3CCc4ccccc4C3)c(C)o2)c1,-0.3,5,-0.6,0,1,-0.1,-2,-6,/
CC12CCC(C(=O)NNc3ccccc3)(C(=O)C1=O)C2(C)C (configuration not stated),-0.4,10,-1.0,-7,5,-1.4,-4,16,-9.2
CC(C)c1cccc(C(C)C)c1NC(=O)CN1C(=O)NC2(CCCC2)C1=O,/,2,-0.5,-1,17,0.7,0,-1,3.7
Cc1cc(NC(=O)c2ccc(COc3ccccc3Cl)o2)no1,-4.8,6,0.1,4,0,-0.2,-1,12,0.8
Cc1c(C(=O)Nc2cc(S(=O)(=O)N3CCOCC3)ccc2N2CCOCC2)oc2ccccc12,-1.0,2,-0.1,-5,-8,-0.5,-4,10,1.1
CC(C)(C)C(O)(CC#CCN1CCCC1)c1ccccc1 (configuration not stated),-0.7,0,-0.6,-6,17,-1.0,5,6,3.8
Cn1ccnc1P(=S)(c1nccn1C)N1CCOCC1,-0.5,9,1.1,-3,0,-0.4,5,-3,/
C/C(CS(=O)(=O)c1ccccc1)=N\O,-0.5,13,0.2,4,-9,0.1,0,-2,-0.8
COc1cccc(NC(=O)C(=O)N2CCOCC2)c1,1.1,3,0.0,-2,-7,0.4,3,2,/
CCOC(=O)c1sc(NC(=O)CSc2nnc(Cc3ccccc3)o2)c(C(=O)OCC)c1C,-1.7,1,-1.2,-3,3,0.9,-4,2,/
O=C(CSc1nc(Nc2ccccc2)nc(N2CCOCC2)n1)NC1CCCCC1,-0.4,14,1.4,0,1,-0.5,-3,2,-1.5
Nc1cccc(NC(=O)c2cccs2)c1,-1.6,-1,1.4,1,-3,0.8,4,6,/
Cc1cc(NS(=O)(=O)c2ccc(NC(=O)Nc3ccccc3)cc2)no1,-1.3,2,?,-5,4,1.7,?,1,/
O=C(NC(=S)NNS(=O)(=O)c1ccccc1)c1ccc([N+](=O)[O-])cc1,-3.4,2,1.6,13,16,-0.8,0,-17,/
OC(CNc1ccnc2cc(Cl)ccc12)CNC1CCCCC1 (configuration not stated),-1.0,4,0.0,-9,9,2.0,0,-18,0.9
COC(=O)C1=CN(CC2CCCO2)C=C(C(=O)OC)C1c1ccsc1 (configuration not stated),-0.4,6,0.9,2,-222,0.3,0,0,/
O=C(CSc1nnc(Cc2ccccc2)o1)c1cc(F)ccc1F,-2.0,10,-0.2,-5,-4,0.2,-4,16,2.5

# Complete entries as entered above:
# `COC(=O)C1=CN(CC2CCCO2)C=C(C(=O)OC)C1c1ccsc1` (configuration not stated) as listed: FadD28 binding: -0.4; Y pestis TopoI: 6; BoNT A protease: 0.9; BoNT F protease: 2; CCHFV vOTU inh: -222; PfHsp40 yeast: 0.3; Anthrax LF prot: 0; PrPC surface inh: 0; TcdB GH inh: /
# `Nc1cccc(NC(=O)c2cccs2)c1` as listed: FadD28 binding: -1.6; Y pestis TopoI: -1; BoNT A protease: 1.4; BoNT F protease: 1; CCHFV vOTU inh: -3; PfHsp40 yeast: 0.8; Anthrax LF prot: 4; PrPC surface inh: 6; TcdB GH inh: /
# `O=C(CSc1nc(Nc2ccccc2)nc(N2CCOCC2)n1)NC1CCCCC1` as listed: FadD28 binding: -0.4; Y pestis TopoI: 14; BoNT A protease: 1.4; BoNT F protease: 0; CCHFV vOTU inh: 1; PfHsp40 yeast: -0.5; Anthrax LF prot: -3; PrPC surface inh: 2; TcdB GH inh: -1.5

# (list continues)
SMILES,FadD28 binding,Y pestis TopoI,BoNT A protease,BoNT F protease,CCHFV vOTU inh,PfHsp40 yeast,Anthrax LF prot,PrPC surface inh,TcdB GH inh
CN(C)N1C(=O)c2c(Cl)c(Cl)c(Cl)c(Cl)c2C1=O,-1.5,6,1.0,-2,4,0.6,-2,-6,-0.1
CC(C)(C)C(=O)NC1CC2CCCC(C1)N2C(=O)Nc1ccccc1Cl (configuration not stated),-4.4,9,0.4,-13,-15,0.5,-8,4,0.3
COc1ccc(CCNC(=O)[C@H](C)NC(=O)[C@@H]2CSC3c4ccccc4C(=O)N32)cc1 (some centres not stated),-0.1,16,-0.7,3,7,-0.8,-5,2,1.6
O=C(CCCCn1cnc2c(=S)nc[nH]c21)Nc1ccc(C(=O)O)c(O)c1,-5.0,5,-0.3,8,16,-0.2,-5,-7,-0.9
COC(=O)C1C(=O)NC(SC)=C(C#N)C1c1ccccc1 (configuration not stated),-5.9,-2,0.3,2,-12,0.7,4,0,/
CCCCCCC[C@@H](C/C=C/CCC(=O)N(C)C/C(=C/Cl)C/C(=C\C(=O)N1CC(OC)=CC1=O)OC)OC,-1.5,34,0.0,-6,12,37*,-2,5,-0.6
NC(=O)c1oc2ccccc2c1NC(=O)C1CC(=O)N(c2ccccc2)C1 (configuration not stated),-2.0,-2,-1.0,-4,/,-1.2,-1,/,/
COc1nc(OCC#N)nc(N2CCCCC2)n1,-3.8,-9,-0.8,2,5,-0.3,-4,-2,-0.1
CCOC(=O)c1[nH]c(C)c(C(=O)OCC(=O)N2c3ccccc3CC2C)c1C (configuration not stated),-5.1,27,-0.2,0,4,-1.2,0,5,/
CC(C)OCCCNc1ncc2c(n1)CC(c1cccs1)CC2=O (configuration not stated),-2.8,0,-0.3,-2,16,2.7,0,-4,0.6
COc1cccc(NC(=S)NN=C2CCC(C(C)(C)C)CC2)c1 (configuration not stated),-1.8,4,-0.8,-7,11,-1.0,-2,2,-0.1
CC(C)(C)CN1CCN(Cc2cccnc2)CC1CCO (configuration not stated),-1.0,1,-0.3,?,13,1.8,4,7,-14
Clc1cccc(Cc2nn[nH]n2)c1,0.0,9,-1.3,-11,-6,-1.4,-4,-8,-0.2
O=C(Nc1ncc(Cc2cccc(Cl)c2)s1)c1ccc([N+](=O)[O-])cc1,-3.8,-17,-0.4,-3,11,0.6,2,10,/
CCCNC(=O)C1(C)CCCN(C(=O)c2c(F)ccc(C)c2F)C1 (configuration not stated),-1.6,0,-0.1,-4,-4,/,-6,3,0.6
CCOC(=O)C(NC(=O)Nc1ccc(O)cc1)(c1ccccc1)C(F)(F)F (configuration not stated),-3.3,-1,-0.3,-6,-6,-0.6,-2,5,/
CCn1c2ccccc2c2cc(NC(=O)COC(=O)C3CCC(=O)N3)ccc21 (configuration not stated),0.8,2,-1.1,-10,5,-1.0,-5,-2,/
Cc1cc(C(F)(F)F)c2c(N)c(C(=O)NCc3ccc(Cl)cc3)sc2n1,/,/,0.8,-4,9,/,-8,3,-0.1
CCn1c(CC(=O)Nc2ccc(C)cc2)nnc1SCC(=O)N1CCOCC1,-2.4,1,0.2,-4,2,-0.6,0,-3,2.0
O=C1CCC(C(=O)Nc2ccc(Cl)cc2)N1 (configuration not stated),-0.6,5,-1.9,7,-11,-2.8,-18,21,2.0
O=C(/C=C/c1cccc([N+](=O)[O-])c1)Nc1ccc(Cl)cn1,-0.5,-5,-0.2,-1,9,-0.2,0,1,0.6
Cn1cccc1Cc1nnc(SCC(=O)Nc2ccc3c(c2)OCCO3)n1CCc1ccccc1,-1.3,23,-1.2,2,7,0.1,-13,-1,-5.1
CCCCOC(=O)Nc1ccc(OC)cc1S(=O)(=O)N1CCOCC1,-2.4,4,-0.2,-2,17,-0.6,-1,2,/
CC(=O)C[C@H](O)CC(=O)[C@H]1OC(=O)[C@H](C)C/C=C\Cc2ccccc21,-1.2,-6,0.3,5,-2,0.0,2,-1,0.3
COc1cccc(C(=O)OCC(=O)Nc2ccc3c(c2)OCCO3)c1,-1.9,8,0.0,-1,10,22,-8,5,0.4
COc1ccc(C(=O)NCCc2ccccc2)cc1OC,-0.1,3,-12,-3,6,-0.3,-13,-4,0.6
CC(C)OCC(O)CN1CCNCC1 (configuration not stated),0.9,4,0.2,2,-10,0.3,4,1,/
NCC(=O)Nc1ccc(Cl)cc1C(=O)c1ccc[nH]1,-2.3,-1,-6.5,-18,5,0.2,16,-3,0.6
Cc1noc(C)c1COC(=O)c1ccc(F)c(S(=O)(=O)N2CCOCC2)c1,-3.8,-6,1.2,6,9,0.0,-6,3,-9.9
CC(C)CC(=O)NC(=S)Nc1ccc(S(=O)(=O)Nc2nccs2)cc1,-0.9,3,-0.8,-2,-10,0.2,-2,0,/
COCC(=O)N/N=C/c1ccc(Sc2nc3ccccc3s2)o1,-4.6,3,-0.8,0,-12,3.6,-4,-5,/
Cc1ccc(C(=O)O/N=C(\N)Cc2ccc([N+](=O)[O-])cc2)c(Cl)c1,-3.9,4,-0.6,1,-6,1.5,-1,5,-0.5
